Mtb BioA inh: M. tuberculosis BioA enzyme inhibitors, primary screen, biochemical, plate reader, single point, HTS; inhibition, % at 9.99 µM; 360,000 tested, 0.096% active; purified M. tuberculosis BioA enzyme; in the data active = inhibition above about 40%; inconclusive = no clear call, values can overlap the other calls
Rv3671c inh: Rv3671c serine protease inhibitors, primary screen, biochemical, fluorescence polarization, M. tuberculosis H37Rv; P9WHR9; inhibition, % at 5.96 µM; 320,000 tested, 0.048% active; AID 2606, 2010; in the data active = inhibition above about 38%;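 note: extracellular domain of Rv3671c used as enzyme; 0% = enzyme with DMSO and 100% = no enzyme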
Target sequence (P9WHR9 whole entry, looked up, the tested form may be a part): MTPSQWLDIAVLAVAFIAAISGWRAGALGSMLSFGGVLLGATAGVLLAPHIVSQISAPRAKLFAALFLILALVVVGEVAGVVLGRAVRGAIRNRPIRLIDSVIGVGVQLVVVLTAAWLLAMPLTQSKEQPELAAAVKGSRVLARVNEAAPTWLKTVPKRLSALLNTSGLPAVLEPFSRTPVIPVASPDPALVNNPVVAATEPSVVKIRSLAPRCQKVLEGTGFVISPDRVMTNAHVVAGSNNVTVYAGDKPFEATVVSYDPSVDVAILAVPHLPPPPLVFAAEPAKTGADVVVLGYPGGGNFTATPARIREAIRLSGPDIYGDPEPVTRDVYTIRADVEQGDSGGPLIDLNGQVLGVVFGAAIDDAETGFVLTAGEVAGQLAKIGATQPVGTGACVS
MazEF act: activators of E. coli MazEF toxin-antitoxin RNase, primary screen, biochemical, fluorescence, uHTS; Endoribonuclease toxin MazF (Escherichia coli (strain K12)), P0AE70; FAM/BHQ RNA-DNA oligo cleavage fluorescence, 5 h; activation, % at 20 µM; 350,000 tested, 0.32% active; AID 504720, 2011; in the data active = activation above about 50%
Target sequence (P0AE70 whole entry, looked up): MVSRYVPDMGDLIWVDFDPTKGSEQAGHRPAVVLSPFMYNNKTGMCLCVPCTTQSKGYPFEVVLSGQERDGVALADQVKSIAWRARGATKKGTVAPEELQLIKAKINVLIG
FBA Mtb inh: Mtb FBA enzyme inhibitors, primary screen, biochemical, fluorescence, strain H37Rv; AID 588726, 2011; inhibition, % at 1 µM; 360,000 tested, 2.3% active; purified M. tuberculosis FBA, fluorescence read-out; Fructose-bisphosphate aldolase (Mycobacterium tuberculosis (strain ATCC 25618 / H37Rv)), …; in the data active = inhibition above about 27%;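 note: 0% = vehicle and 100% = reference inhibitor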
PrPC surface inh: inhibitors of human cell surface prion protein PrPC, primary screen, cell-based, TR-FRET; Major prion protein (Homo sapiens), P04156; TR-FRET read-out; inhibition, % at 13.8 µM; 370,000 tested, 0.43% active; AID 720596, 2013; in the data active = inhibition above about 24%; note: 0% = median of the test wells and 100% = reference compound wells
BoNT F protease: BoNT/F light chain protease inhibitors, primary screen, biochemical, flow cytometry, MLPCN library; Botulinum neurotoxin type F light chain protease (Clostridium botulinum); Multiplex microsphere protease cleavage assay; 360,000 tested, 0.22% active; inhibition, % at 10 µM; in the data active = inhibition above about 35%, passing the limit was not always enough; inconclusive = no clear call, values can overlap the other calls; note: plate controls were buffer without enzyme for full effect and enzyme alone for no effect
GDH-TPI inh: GDH-TPI coupling enzyme inhibitors, primary screen, artefact control for M. tuberculosis FBA inhibitor project, biochemical, absorbance, full deck; GDH-TPI coupled enzyme counterscreen, NADH absorbance; inhibition, % at 4.8 µM; 360,000 tested, 1.2% active; AID 588335, 2011; in the data active = inhibition above about 30%;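 note: 0% = DMSO wells and 100% = wells lacking the enzyme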
UGM FP inh: M. tuberculosis UGM enzyme inhibitors, primary screen, biochemical, fluorescence polarization, single point. UDP-galactopyranose mutase (Mycobacterium tuberculosis (strain ATCC 25618 / H37Rv)), …. purified UGM, fluorescence polarization probe displacement. inhibition, % at 10 µM. 320,000 tested, 0.06% active. AID 504406, 2011; in the data active = inhibition above about 10%, passing the limit was not always enough; inconclusive = no clear call, values can overlap the other calls
Target sequence (P9WIQ1 whole entry, looked up): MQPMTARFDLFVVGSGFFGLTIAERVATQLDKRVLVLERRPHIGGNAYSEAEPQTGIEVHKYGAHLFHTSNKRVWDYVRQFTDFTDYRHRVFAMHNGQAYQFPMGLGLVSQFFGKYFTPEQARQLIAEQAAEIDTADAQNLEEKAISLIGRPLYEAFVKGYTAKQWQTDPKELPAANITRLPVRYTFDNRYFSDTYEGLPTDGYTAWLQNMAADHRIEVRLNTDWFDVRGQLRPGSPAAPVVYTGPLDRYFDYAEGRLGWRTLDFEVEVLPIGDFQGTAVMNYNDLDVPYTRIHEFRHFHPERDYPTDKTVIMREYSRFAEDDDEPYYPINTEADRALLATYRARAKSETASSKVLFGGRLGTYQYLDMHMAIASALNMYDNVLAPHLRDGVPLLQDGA
FadD28 FP inh: inhibitors of FadD28 bisubstrate probe binding, primary screen, biochemical, fluorescence polarization, single point | Mycobacterium tuberculosis FadD28 fatty-acid-AMP ligase | inhibition, % at 12.5 µM | 360,000 tested, 0.22% active | AID 588549, 2011; in the data active = inhibition above about 8.5%, passing the limit was not always enough; inconclusive = no clear call, values can overlap the other calls
The depositor's hits bear a star; ? = inconclusive; . = no result given.

The first 3 compounds, to show the layout:
Screens in order – Mtb BioA inh | Rv3671c inh | MazEF act | FBA Mtb inh | PrPC surface inh | BoNT F protease | GDH-TPI inh | UGM FP inh | FadD28 FP inh
> C/C(=N/N=C1\SCC(=O)N1c1ccccc1)c1ccc(C)cc1
    -0.6 | 5 | 6 | 2 | 0 | 0 | 11 | -1.7 | -3.2
> CSCCC(NC(=O)COc1ccccc1)C(=O)N1CCCC(C)C1 (stereo not given)
    0.7 | -5 | -16 | 0 | 3 | -10 | -4 | 1.3 | -3.0
> CCn1c(=O)c2c3c(sc2n(C)c1=O)CCC3
    -1.0 | 0 | 3 | 1 | 1 | 0 | -2 | -2.4 | -0.9

The list itself (from the top)
Screens in order – Mtb BioA inh | Rv3671c inh | MazEF act | FBA Mtb inh | PrPC surface inh | BoNT F protease | GDH-TPI inh | UGM FP inh | FadD28 FP inh
> C/C(=N/N=C1\SCC(=O)N1c1ccccc1)c1ccc(C)cc1
    -0.6 | 5 | 6 | 2 | 0 | 0 | 11 | -1.7 | -3.2
> CSCCC(NC(=O)COc1ccccc1)C(=O)N1CCCC(C)C1 (stereo not given)
    0.7 | -5 | -16 | 0 | 3 | -10 | -4 | 1.3 | -3.0
> CCn1c(=O)c2c3c(sc2n(C)c1=O)CCC3
    -1.0 | 0 | 3 | 1 | 1 | 0 | -2 | -2.4 | -0.9
> COC(=O)c1ccc(COc2cccc(C)c2C)cc1
    . | -3 | 0 | 9 | 7 | 0 | -2 | 1.5 | -2.4
> COc1ccccc1NCC(=O)N/N=C(\C)c1ccc(Br)s1
    -1.3 | 4 | 10 | 2 | -9 | 8 | 13 | -2.1 | -1.0
> COc1ccc(-c2nc3n(c(=O)c2C#N)CCS3)cc1
    . | -4 | 6 | 28* | -5 | -6 | 7 | -0.3 | -3.9
> CCc1nnc2c(N(C)C)nc3ccccc3n12
    . | -4 | -1 | 1 | 2 | -4 | 9 | 1.0 | 0.0
> Cc1ccccc1CC(=O)NC1CCCc2ccccc21 (stereo not given)
    1.0 | -1 | 1 | 1 | 1 | ? | 3 | 3.4 | -3.6
> Cc1sc(NC(=O)c2ccccc2)c(C(c2ccccn2)N2CCN(CCO)CC2)c1C (stereo not given)
    . | 2 | -21 | -1 | -9 | -6 | 22 | 0.4 | 1.9
> COc1ccc(C(=O)Nc2ccc3ccccc3n2)c(OC)c1OC
    -0.5 | -14 | 3 | -2 | -4 | ? | 7 | 1.4 | -2.2
> Cc1coc2c1c(C)cc1oc(=O)c(CC(=O)NCCCN3CCCC3=O)c(C)c12
    0.3 | -11 | 3 | 66* | -7 | -17 | 21 | 1.2 | 0.9
> NCCS
    -1.5 | 1 | 6 | 1 | -1 | -7 | 6 | -1.7 | -1.3
> CC1CCCCC1NC(=O)c1cn(C)c2ccc(S(=O)(=O)N3CCOCC3)cc2c1=O (stereo not given)
    1.9 | -9 | 14 | -8 | 0 | 9 | 2 | 0.4 | -3.4
> O=C(CSc1nnc(-c2cccnc2)o1)OC1CCCCC1
    7.5 | 3 | 3 | 0 | 6 | -3 | -4 | 3.8 | -3.7
> COc1ccc(S(=O)(=O)Oc2ccc3c(c2)O/C(=C\c2cccnc2)C3=O)cc1
    -0.8 | -4 | 1 | 2 | -4 | -2 | 11 | -2.2 | -1.6
> CCc1nn(CC(=O)NCCCN2CCN(C)CC2)c(=O)c2cc3sc(C)cc3n12
    -0.7 | 6 | 1 | 2 | -14 | 3 | -13 | -1.6 | -2.7
> COCCn1c(SCc2ccc(C(=O)OC)o2)nnc1-c1c[nH]c2ccccc12
    3.6 | 3 | -2 | 0 | 2 | -1 | -4 | 0.0 | 0.0
> C#Cc1ccc([C@@H]2C=C(C(=O)NCc3ccccc3)O[C@H](OCCCCO)C2)cc1
    -2.2 | -15 | -17 | -1 | -4 | 4 | 9 | 2.2 | -5.6
> CN(C)CCNC(=S)Nc1ccc(F)c(F)c1F
    12 | 0 | 12 | 0 | 10 | -1 | -3 | 0.2 | -0.2
> Cc1ccc(Oc2cc(N3CCOCC3)nc(-c3ccccc3)n2)cc1
    -0.7 | 3 | 3 | -2 | 6 | 6 | -4 | -1.7 | -2.2
> COc1ccc(CNc2cccc(C)n2)c(O)c1
    0.7 | 5 | 6 | 1 | -4 | 10 | 2 | -1.8 | -2.8
> O=C(Nc1cccc(-n2cccn2)c1)C1CCCN(Cc2cc3ccccc3[nH]2)C1 (stereo not given)
    -0.4 | . | 15 | 1 | -9 | -4 | -5 | . | -7.6
> Cc1cc2ccccn2c1C(=O)c1nc(NCc2ccccc2)ncc1Cl
    . | -3 | -1 | 0 | -1 | -6 | 4 | 3.0 | -2.1
> CC(C)CC(N)c1csc(Nc2ccccn2)n1 (stereo not given)
    1.7 | . | . | 4 | 10 | -10 | -1 | . | -0.4
> N#CC1=C(N)C(C#N)(C#N)C(c2cccnc2)C2CC(c3ccccc3)CC=C12 (stereo not given)
    16 | -13 | 16 | 0 | . | 11 | 0 | 3.1 | -4.3
> Cc1nc(NC(=O)c2csc3ccccc23)sc1C
    0.2 | -33 | -3 | 3 | 4 | 18 | 10 | -0.9 | -3.9
> COC(=O)C1=C(C)Nc2[nH]c(=S)[nH]c(=O)c2C1c1ccc(O)cc1 (stereo not given)
    0.1 | 5 | 2 | 1 | -5 | -16 | 9 | -0.2 | -1.1
> COC(=O)c1c(NC(=O)C2COc3ccccc3O2)sc2c1CCN(Cc1ccccc1)C2 (stereo not given)
    . | -15 | -33 | 2 | -11 | 0 | 21 | -1.4 | -0.6
> O=C(NCCCn1ccnc1)c1cc(-c2ccncc2)nc2ccccc12
    -1.7 | -2 | 3 | 3 | -17 | -3 | -1 | -0.2 | -3.1
> O=C(NNC(=O)c1ccncc1)Nc1ccc(N=Nc2ccccc2)cc1
    -1.5 | . | 14 | -2 | 1 | -14 | 37* | . | 0.6
> Cc1cccc(OP(=O)(Nc2c(C)n(C)n(-c3ccccc3)c2=O)Oc2cccc(C)c2)c1
    . | -3 | 0 | -1 | -6 | 2 | -4 | 1.8 | -3.7
> C=CCn1c(C)cc(C(=O)COC(=O)/C=C/c2c(C)nn(C3CCS(=O)(=O)C3)c2Cl)c1C (stereo not given)
    -1.5 | 2 | -7 | -2 | 0 | ? | 1 | 1.1 | -0.9
> O=C(NCCOc1nc(N2CCOCC2)nc(N2CCOCC2)n1)Nc1ccccc1
    -1.2 | 2 | -6 | -7 | -1 | 0 | 7 | 0.2 | -0.9
> COc1ccccc1N(C(=O)c1ccncc1)c1nc(-c2ccc([N+](=O)[O-])cc2)cs1
    . | -13 | 3 | 0 | 26* | -3 | 22 | 1.2 | 0.4
> COc1ccc(Cc2nc3ccc(C(=O)N4CCN(C)C(C)C4)cc3o2)cc1OC (stereo not given)
    -0.8 | 1 | 5 | 1 | 9 | 3 | 1 | 2.7 | 0.1
> CCCCN1C[C@H](C)[C@@H](CC(=O)Nc2ccccc2)C1=O
    0.0 | . | 5 | 1 | -6 | 3 | 14 | . | -0.1
> Cc1ccc(N2C(=O)c3sc4nnc(C)c(=O)n4c3C2=O)cc1
    2.9 | 6 | -2 | -2 | 2 | 23 | 16 | 0.2 | -4.6
> CC(=O)c1ccc(S(=O)(=O)N(C)CCCC(=O)N(C)Cc2c(F)cccc2Cl)cc1
    6.8 | 1 | 1 | 0 | -1 | 7 | 5 | -1.6 | -3.8
> S=C(NCCCN1CCOCC1)Nc1ccc(-c2nc3ccccc3[nH]2)cc1
    . | -10 | 3 | 12 | 7 | 0 | 16 | 1.5 | -1.4
> CC1(C)CC2CC(C)(CN2C(=S)Nc2ccccc2F)C1 (stereo not given)
    . | 0 | 2 | 10 | 0 | 5 | 2 | -1.9 | 1.2

A second format for part of the listing above.
compound	Mtb BioA inh	Rv3671c inh	MazEF act	FBA Mtb inh	PrPC surface inh	BoNT F protease	GDH-TPI inh	UGM FP inh	FadD28 FP inh
C=CCn1c(C)cc(C(=O)COC(=O)/C=C/c2c(C)nn(C3CCS(=O)(=O)C3)c2Cl)c1C (stereo not given)	-1.5	2	-7	-2	0	?	1	1.1	-0.9
Cc1cc2ccccn2c1C(=O)c1nc(NCc2ccccc2)ncc1Cl	.	-3	-1	0	-1	-6	4	3.0	-2.1

A few values from the entries so far.
In FadD28 FP inh, COc1ccc(CNc2cccc(C)n2)c(O)c1 has the entry -2.8
In BoNT F protease, COC(=O)C1=C(C)Nc2[nH]c(=S)[nH]c(=O)c2C1c1ccc(O)cc1 (stereo not given) has the entry -16
In FBA Mtb inh, Cc1cccc(OP(=O)(Nc2c(C)n(C)n(-c3ccccc3)c2=O)Oc2cccc(C)c2)c1 has the entry -1

Remaining list, next part:
Screens in order – Mtb BioA inh | Rv3671c inh | MazEF act | FBA Mtb inh | PrPC surface inh | BoNT F protease | GDH-TPI inh | UGM FP inh | FadD28 FP inh
> CCCCNC(=O)CN1C(=O)NC(Cc2ccccc2)(Cc2ccccc2)C1=O
    -0.5 | 2 | 1 | -7 | -1 | -5 | 2 | -1.0 | .
> Cc1ccc(NC(=O)/C(C#N)=C/c2ccc(Sc3nc(C)cc(C)n3)o2)cc1
    -1.9 | 5 | 34 | 0 | 0 | -7 | 11 | 1.0 | -1.6
> C=CCN(C(=O)CSc1nc2ccsc2c(=O)n1Cc1ccc(C(=O)O)cc1)c1ccccc1
    3.0 | . | 4 | 1 | -6 | -1 | 5 | . | -6.1
> O=C(c1ccccc1)c1cccc(NC(=O)c2ccc(Br)o2)c1
    0.6 | -16 | 0 | 2 | -3 | -2 | 18 | 3.4 | -6.1
> NC(=O)CN1CCOCCOCCN(CC(N)=O)CCOCC1
    -1.1 | 1 | -2 | 0 | 0 | 1 | -5 | -0.8 | -3.5
> CC(NC(=O)CN(C)Cc1cccc(Cl)c1)c1ccccc1 (stereo not given)
    0.3 | -2 | 0 | -2 | 5 | -2 | -4 | 3.3 | 1.3
> COc1cc(/C=C/C(=O)OCC(=O)Nc2ccc([N+](=O)[O-])cc2)ccc1O
    -3.0 | 6 | 9 | -3 | -9 | -8 | 68* | -2.9 | 0.6
> CN(CCNC(=O)CCCOc1cc(=O)n(C)c2ccccc12)Cc1ccccc1
    . | 3 | 3 | 0 | 5 | 0 | 5 | -2.1 | -1.3
> Cc1cccc(N2CC(=O)N(c3cccc(C)c3)CC2=O)c1
    . | -1 | 2 | 1 | 1 | 2 | -9 | -1.1 | 1.0
> O=C(COC(=O)CCCc1nc2ccccc2s1)NC(=O)NCc1ccco1
    0.0 | -8 | -1 | 2 | -4 | -1 | -3 | -1.2 | -0.6
> O=C(COC(=O)Cc1ccccc1F)Nc1cc(S(=O)(=O)N2CCOCC2)ccc1N1CCCC1
    . | -2 | -7 | -2 | 4 | -17 | 3 | 1.1 | 0.0
> CCOc1cc(-c2nc(-c3ccc(OC)cc3)no2)cc(OCC)c1OCC
    . | 5 | -4 | 0 | -6 | -12 | 1 | 2.2 | -1.2
> O=C(NCCCCl)C1CC(=O)N(CCc2ccc(F)cc2)C1 (stereo not given)
    -1.1 | 4 | 13 | 0 | -4 | 16 | 2 | -1.3 | -0.2
> CCn1ccnc1CN(C)C(=O)CC1C(=O)NCCN1Cc1c(F)cccc1Cl (stereo not given)
    -2.0 | -3 | 5 | 2 | 7 | -5 | 0 | 0.9 | 0.1
> COc1cc2c(c(OC)c1CC=C(C)C)C[C@H](c1ccc(O)cc1O)CO2
    0.0 | -13 | 8 | 1 | 14 | -10 | 2 | -0.8 | -2.6
> CCC(CC)C1C(C#N)=C(N)Oc2cc(C)oc(=O)c21 (stereo not given)
    2.6 | -5 | 1 | -2 | 0 | -5 | -5 | 1.3 | -4.3
> c1ccc(-c2cc(N3CCCCC3)c3ccccc3n2)cc1
    . | -3 | 7 | 0 | -2 | 0 | -4 | -2.1 | -1.4
